PKA-R2B activ = PKA-R2B complex activation; P22694+P31323; PKA-R2B holoenzyme dissociation, Cy5-IP20 fluorescence polarization; R2B truncated from residue 108, S112A mutant; 0% DMSO only, 100% 113 µM cGMP; activation, % at 11.4 µM; 340,000 tested, 0.079% active; AID 504700;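 active = activation above a cutoff set at the mean over all compounds plus 3 SD, cut at about 18% in these data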;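 note: higher means more holoenzyme dissociation and a rise in polarization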
Target sequence (P31323 whole entry, looked up, other chains not shown, the tested form may be a part): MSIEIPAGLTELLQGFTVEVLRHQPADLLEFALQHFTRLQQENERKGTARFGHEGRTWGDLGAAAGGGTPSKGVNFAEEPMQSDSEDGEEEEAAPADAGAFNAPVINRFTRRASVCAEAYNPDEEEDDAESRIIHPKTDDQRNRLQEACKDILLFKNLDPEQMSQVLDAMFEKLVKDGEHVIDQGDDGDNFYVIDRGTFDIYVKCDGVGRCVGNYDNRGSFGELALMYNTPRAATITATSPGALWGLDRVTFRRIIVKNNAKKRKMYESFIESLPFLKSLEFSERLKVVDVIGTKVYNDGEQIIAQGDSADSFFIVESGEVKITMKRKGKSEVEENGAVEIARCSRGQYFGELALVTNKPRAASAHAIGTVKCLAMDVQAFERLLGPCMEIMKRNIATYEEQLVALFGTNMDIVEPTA
DAGLB inh = diacylglycerol lipase beta (human) inhibition. Q8NCG7. HEK293T DAGLB membrane lysate, EnzChek fluorogenic substrate. inhibition, % at 5.17 µM. 340,000 tested, 0.059% active. AID 504411; in the data active = inhibition above about 34%;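 note: 0% = enzyme with vehicle and 100% = wells lacking enzyme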
CAL PDZ FP-1 = inhibitors of human CAL PDZ peptide binding | Q9HD26 | purified CAL PDZ, TMR-peptide fluorescence polarization, 1 h | inhibition, % at 24.9 µM | 300,000 tested, 0.92% active | AID 602252;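 active = mean inhibition of at least 30% with at least half of replicates also reaching 30%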;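 note: 0% = DMSO neutral control and 100% = excess unlabeled competitor peptide PRC23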
cardiac RTF act = cardiac RTF calcium sensitization; IANBD-labeled TnC RTF fluorescence at EC20 calcium; 0% EC20 calcium, 100% full calcium; activation, % at 7.2 µM; 340,000 tested, 0.24% active;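 active = activation above the mean over all tested compounds plus 3 SD, cut at about 30% in these data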;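 note: rise in fluorescence read as greater calcium sensitivity of cardiac thin filaments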
Rtt109 Vps75 = C. albicans Rtt109 histone acetyltransferase inhibition; Q5AAJ8; inhibition, % at 34.9 µM; 330,000 tested, 0.16% active; purified Rtt109/Vps75, ThioGlo CoA-SH fluorescence, 4 h; AID 540336;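 active = inhibition of at least 50% in every replicate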
Target sequence (Q5AAJ8 whole entry, looked up): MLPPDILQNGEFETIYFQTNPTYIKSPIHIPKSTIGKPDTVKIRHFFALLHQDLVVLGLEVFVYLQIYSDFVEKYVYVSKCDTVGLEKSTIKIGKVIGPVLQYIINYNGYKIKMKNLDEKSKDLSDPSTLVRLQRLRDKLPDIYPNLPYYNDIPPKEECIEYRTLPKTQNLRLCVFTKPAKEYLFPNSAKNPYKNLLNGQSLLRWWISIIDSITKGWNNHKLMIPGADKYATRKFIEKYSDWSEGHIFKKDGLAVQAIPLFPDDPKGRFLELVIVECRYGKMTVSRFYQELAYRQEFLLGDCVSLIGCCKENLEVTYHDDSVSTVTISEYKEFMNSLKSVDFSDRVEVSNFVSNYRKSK
CAL PDZ FP-2 = blocks peptide binding to human CAL PDZ domain; inhibition, % at 20 µM; 330,000 tested, 0.02% active; AID 504414; Q9HD26; purified CAL PDZ, TMR-peptide fluorescence polarization, 1 h;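 active = highest replicate inhibition of at least 40%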;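 note: plate controls were DMSO neutral control wells for no effect and unlabeled competitor peptide control wells for full effect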
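material = purified tagged CAL PDZ domain construct (CerCALP) | buffer or medium = sodium phosphate/NaCl buffer pH 7.4 with TCEP, IgG, Thesit | reagent = TMR-labelled reporter peptide T*-PRC34 bound in PDZ groove | incubation = 1 h room-temperature incubation prior to read | measured by = fluorescence polarization (mP) | evaluation = percent inhibition from loss of millipolarization | control set = unlabelled peptide and DMSO controls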
Keap1 Nrf2 FP = inhibitors of human Keap1-Nrf2 protein-protein interaction; Q14145; Keap1 Kelch-Nrf2 peptide fluorescence polarization, 1536-well; inhibition, % at 9.4 µM; 340,000 tested, 0.15% active; AID 504523; in the data active = inhibition above about 12%;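 note: human Keap1 Kelch domain with fluorescein labeled Nrf2 9mer peptide probe; 0% = neutral control wells and 100% = peptide positive control; higher means more block of Keap1 binding to Nrf2 peptide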
RTF Ca sens inh = cardiac RTF calcium desensitization. P19429+P45379. IANBD-labeled cardiac RTF, Ca2+ fluorescence. inhibition, % at 7.15 µM. 340,000 tested, 0.12% active;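 active = inhibition above the mean inhibition of all tested compounds plus 3 SD, cut at about 17% in these data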;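 note: assay run at fixed EC70 calcium of 1.6 mM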
LANA DNA inh = blocks KSHV LANA C-terminal domain binding to DNA | MBP-C-LANA/FAM-LBS DNA binding, fluorescence polarization | inhibition, % at 9 µM | 340,000 tested, 0.078% active | AID 504423;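 active = highest replicate inhibition at or above 60% at 9 µM, even if other replicates fall short; inactive = all replicates below 60% inhibition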;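 note: 0% = neutral control wells and 100% = 4 µM acridine orange control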
SR-BI DiI-HDL act = SR-BI HDL lipid transfer activation | CHO ldlA[mSR-BI] cells, DiI-HDL uptake fluorescence, 3 h; 100 = double the neutral-control signal | activation, % at 12.5 µM | 320,000 tested, 0.096% active | AID 504775;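 active = mean replicate activation of at least 60% and every replicate at or above 60%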;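 note: 0% = median plate neutral-control signal and 100% = twice that signal; values of inactives mirror those of a sister screen read the other way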
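Material: SR-BI-overexpressing, LDLR-lacking CHO cells | Dosing: Single compound concentration, delivered by pin transfer | Probe or stimulus: Labelled HDL, 10 µg/mL | Signal: Bottom-read cell fluorescence after medium removal, ex 550/em 595 nm | Schedule: 3 h, 37 °C | Evaluation: HDL uptake via cellular fluorescence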
* = called active by the depositor; . = no result given.

The first three records, to show the layout:
SMILES	PKA-R2B activ	DAGLB inh	CAL PDZ FP-1	cardiac RTF act	Rtt109 Vps75	CAL PDZ FP-2	Keap1 Nrf2 FP	RTF Ca sens inh	LANA DNA inh	SR-BI DiI-HDL act
CCN(CC)C(=O)c1[nH]cnc1C(=O)N[C@@H](C)C(=O)OCc1ccccc1	0.3	-0.4	1.2	-6.6	0.3	-0.5	-0.9	0.9	-0.8	10.2
COc1cc(/C=N/NC(=O)c2cccc([N+](=O)[O-])c2)ccc1OCc1ccc(C)cc1	0.1	0.2	1.9	5.5	3.9	-1.0	0.3	-14.5	1.0	-52.2
COc1cccc(N=Nc2c(C)[nH]n(-c3ccccc3)c2=O)c1	-9.2	-5.5	-2.9	-8.1	4.6	-0.3	-4.3	0.4	-1.1	-7.6

The listing, from the first entry:
SMILES	PKA-R2B activ	DAGLB inh	CAL PDZ FP-1	cardiac RTF act	Rtt109 Vps75	CAL PDZ FP-2	Keap1 Nrf2 FP	RTF Ca sens inh	LANA DNA inh	SR-BI DiI-HDL act
CCN(CC)C(=O)c1[nH]cnc1C(=O)N[C@@H](C)C(=O)OCc1ccccc1	0.3	-0.4	1.2	-6.6	0.3	-0.5	-0.9	0.9	-0.8	10.2
COc1cc(/C=N/NC(=O)c2cccc([N+](=O)[O-])c2)ccc1OCc1ccc(C)cc1	0.1	0.2	1.9	5.5	3.9	-1.0	0.3	-14.5	1.0	-52.2
COc1cccc(N=Nc2c(C)[nH]n(-c3ccccc3)c2=O)c1	-9.2	-5.5	-2.9	-8.1	4.6	-0.3	-4.3	0.4	-1.1	-7.6
Cc1ccc(-n2nc3c(c2NC(=O)c2ccc(Br)o2)CSC3)c(C)c1	-12.1	8.5	-2.2	-2.4	5.1	.	-0.3	-4.6	0.0	-41.6
O=C1/C(=C/c2coc3ccc(O)cc3c2=O)SC(=S)N1c1ccccc1	-0.3	-1.4	-3.3	2.8	2.9	-2.4	-10.8	-11.4	-2.9	.
CC(=O)Nc1ccc(Nc2nc(C)c([N+](=O)[O-])c(N(C)c3ccccc3)n2)cc1	-9.0	1.6	6.7	4.3	9.7	-1.3	1.5	4.5	-0.9	-4.4
CC(C)NC(=O)c1c2c(nc3ccccc13)CCCC2	3.2	0.8	-12.2	1.7	2.7	-0.5	5.6	1.4	0.7	1.3
Cc1ccc(NC(=O)CSc2ncc3ccccn23)cc1C	2.6	-10.3	-1.5	5.9	-6.5	-2.0	-3.4	0.5	2.4	-6.1
Cc1ccc(NC2c3ccccc3C(=O)N2CCN2CCOCC2)cc1 (centres undefined)	-3.2	2.1	.	-0.3	-5.4	-0.3	-0.8	-1.5	-0.5	-1.5
CSCCC(NS(=O)(=O)c1ccc2ccccc2c1)C(=O)O (centres undefined)	-2.7	-0.3	-0.3	-2.2	-0.1	-0.3	0.1	1.6	-2.2	16.9
Cc1sc2nc3c(C(=O)N4CCCC4)cc(C(=O)c4ccccc4O)cn3c(=O)c2c1C	-4.1	-0.4	0.5	5.0	-0.6	-0.3	3.9	-2.7	-1.2	-28.9
CCOC(=O)Nc1cc(C(=O)OC)cc(C(=O)OC)c1	-1.8	-3.0	0.2	-0.4	-1.5	-1.2	-5.7	-5.9	-0.3	-28.0
Cc1ccnc(N2CCC(C(=O)NNC(=O)c3ccccc3C)CC2)n1	2.8	-2.9	-8.8	-3.9	0.0	-2.0	-2.5	-3.4	0.2	-6.2
NS(=O)(=O)c1ccc(NC(=O)CCCCC(=O)Nc2ccc(S(N)(=O)=O)cc2)cc1	-14.9	-1.4	-9.0	1.2	-0.3	-0.1	1.1	-1.9	1.2	11.8
COc1ccccc1-c1cc(C(=O)N/N=C\c2cn(C)nc2C)c2ccccc2n1	-6.8	-1.1	-7.7	-3.6	-5.3	-1.8	1.2	6.2	-0.3	-66.3
COc1ccc(NC(=O)CN2CCN(C(C)=O)CC2)cc1S(=O)(=O)N1CCOCC1	0.7	4.2	-3.4	1.3	-9.3	-3.2	0.6	-4.2	-0.3	13.3
COc1ccc(NS(=O)(=O)c2ccc(OCC(=O)N3CCOCC3)cc2)cc1Cl	-8.5	1.9	-5.0	-1.5	21.8	-3.1	-3.4	-4.8	0.9	-3.0
Cc1nc2ccc(NC(=O)[C@H](C)N3C(=O)C4CC=CCC4C3=O)cc2s1 (some centres undefined)	0.0	0.4	-1.3	-6.3	-2.4	-0.5	2.2	1.0	2.2	-1.6
Cc1ccc(NC2=CC(=O)CC(C)(C)C2)cc1C	2.2	0.1	-2.7	-1.3	.	-2.6	-3.5	0.6	-0.8	-20.1
O=C(Nc1ccccc1)OCCN1CCN(Cc2ccccc2)CCC1=O	6.3	0.5	2.1	4.6	-6.3	-0.8	-2.3	-14.2	2.3	-12.2
CCOC(=O)Nc1sc(C)nc1-c1ccccc1	3.8	-1.4	-4.3	-1.9	5.2	-2.2	-1.4	-5.0	1.9	-20.5
N#Cc1ccc(COn2nnc3ccccc32)cc1	-7.9	-3.9	0.7	-1.9	-4.1	-1.1	-8.4	-1.3	0.3	2.1
O=C(COc1ccccc1Cl)N(Cc1cccs1)C1CCS(=O)(=O)C1 (centres undefined)	2.6	0.2	-9.0	-2.3	-0.2	-0.5	6.0	9.3	0.4	8.9
Cc1ccc(S(=O)(=O)Nc2cccc(-n3cnnn3)c2)cc1C(=O)O	-10.3	-0.3	.	0.3	-24.6	-1.9	-5.4	-1.6	1.9	47.2
CN(C)CCN(CC1CCCN(Cc2ccccc2F)C1)C(=O)c1ccc(Cl)cc1 (centres undefined)	-6.9	-0.1	1.7	2.2	5.0	.	-2.2	-2.5	-5.5	18.2
COc1ccc(CCNc2oc(-c3cccc4ccccc34)nc2P(=O)(OC)OC)cc1OC	4.2	3.2	-2.5	-13.3	-15.0	-0.5	1.4	4.1	-1.1	-28.9
CC(C)CCN1CCC(Cc2ccccc2)(NC(=O)c2ccccc2)C1=O (centres undefined)	-7.1	-1.0	2.1	-3.1	1.5	-1.1	-3.6	0.1	1.9	7.1
CCOC(=O)c1ccn(CSc2c(F)c(F)cc(F)c2F)n1	0.1	-5.1	1.6	-0.6	-1.2	-0.7	0.7	-2.5	1.8	5.1
COc1cc(C)ccc1OCCOc1c(C)cccc1Cl	1.3	-17.1	-5.9	-2.4	-3.1	1.4	-5.9	1.1	3.8	-39.6
CCOC(=O)c1c(C)sc2c1N(C(=O)CN1CCOCC1)c1cc(Cl)ccc1S2	-8.7	-7.9	5.5	-2.9	32.6	-1.8	-1.6	2.9	-0.2	.
CC(C)(C)C1CCC(OCC(O)CN2CCN(c3ccccc3)CC2)CC1 (centres undefined)	5.7	-13.5	1.2	-3.7	-3.0	-0.1	-5.1	-2.0	0.1	-17.2
C[C@@H]1CN([C@@H](C)CO)C(=O)c2cccc(NC(=O)C3CCCCC3)c2O[C@@H]1CN(C)Cc1ccc(Cl)c(Cl)c1	-0.4	-2.6	-2.7	-3.3	8.8	-0.9	-8.1	-8.6	-2.1	17.7
COc1cc(C(=O)NCC2CCCCC2)ccc1OCc1c(C)noc1C	0.6	1.1	-10.7	-3.2	-5.8	0.0	-4.5	-4.0	1.1	-37.5
CCn1ccnc1CN(C)Cc1cn(C)nc1-c1ccccc1F	-3.7	-0.1	-2.9	0.8	-3.9	-2.4	-0.6	3.7	-0.8	8.8
NS(=O)(=O)c1ccc(N/C=C/C(=O)c2ccc(Br)cc2)cc1	-6.4	1.8	0.8	-12.6	-1.3	-3.4	2.3	-8.6	-1.4	17.5
COc1ccc(C[C@H]2CN3C(=NC[C@@H]3C)N2CCNC(=O)CCC2CCCCC2)cc1	-7.5	-0.2	-5.8	-0.6	-22.4	-2.0	-4.3	-6.6	-0.4	9.6
C[C@H](OC(=O)n1ccnc1)[C@@H]1O[C@@]2(C)CCC[C@@H]1O2	2.5	-1.9	-0.3	1.0	-1.7	-1.0	-3.4	-17.3	2.1	9.4
COc1ccc(CCC(C)NCC(C)c2ccccc2)cc1 (centres undefined)	9.1	-0.1	2.0	2.9	-8.0	-0.4	-2.6	-10.3	-2.7	2.7
CCC(OC(=O)c1nsc(Cl)c1Cl)C(=O)NCC1CCCO1 (centres undefined)	3.2	-2.8	-6.6	-1.1	-8.9	-1.7	-1.5	3.8	-3.0	.
Cn1c(SCC(=O)N2CCCC2)nnc1-c1cnccn1	3.8	-3.0	.	6.3	-0.6	-2.2	-0.6	-3.4	0.5	22.5
CCc1cc(=O)oc2c3c(cc(OCC(=O)NCCN4CCOCC4)c12)OC(C)(C)CC3	-1.6	-1.4	-7.0	9.0	2.4	-0.9	-2.5	-0.6	-0.2	-24.7
Cc1ccc2c([N+](=O)[O-])cccc2n1	-10.2	1.2	-3.0	0.0	-3.0	0.2	-3.9	-2.1	0.2	12.2
NC(=O)c1sc2nnc(-c3ccccc3)c(-c3ccccc3)c2c1N	5.3	3.2	-4.4	-1.6	5.3	-1.9	-6.2	-2.6	17.1	17.5
Cc1ccc(-n2c(C)cc(C3=NNC(=NC4CC4)SC3)c2C)cc1C	-5.6	-1.6	3.2	-5.8	-0.3	-2.7	-9.7	-9.3	-0.3	-45.0
COc1ccc(NC(=O)Cn2nnc(C(=O)NCCc3ccc(OC)c(OC)c3)c2N)c(OC)c1	-6.3	2.2	0.4	0.5	-2.1	-2.4	0.4	1.1	2.2	-76.0
CC(=O)N1CCC(=NNc2ccc(S(=O)(=O)N3CCOCC3)cc2[N+](=O)[O-])CC1	-11.4	-0.6	-3.3	-2.7	-8.1	0.4	-2.3	-2.5	0.0	6.6
O=S(=O)(CCN1CCN(c2ccccn2)CC1)c1ccc(Cl)cc1Cl	0.7	-2.4	-2.4	-3.0	3.8	0.1	0.9	-2.5	-1.0	0.0
CC(C)(C)c1ccc(Cn2nnc3c(=O)[nH]c(C4CCCN(C(=O)c5cccs5)C4)nc32)cc1 (centres undefined)	-4.2	0.5	-5.0	-3.5	24.1	-2.3	-0.4	-8.6	0.2	-15.3
CC(=O)Nc1cnn(Cc2ccc(Br)cc2)c1	7.5	-2.3	-1.6	-1.2	-6.4	-0.5	2.3	0.9	1.1	35.5
CCOc1cccc(OCCOCCNC(C)(C)C)c1	-5.4	-2.5	0.4	-4.2	-4.3	0.6	-3.4	-1.2	-1.4	11.2
CCN(CC)c1ccc(C=NNc2ccc([N+](=O)[O-])cn2)cc1	0.9	27.8	-1.4	10.5	-5.6	1.0	-2.3	-13.3	1.9	-83.9
COCCCNC(=O)Cn1ncc2c(=O)oc3ccccc3c21	-3.9	-2.1	-1.3	8.0	0.3	-0.5	-3.9	-8.7	0.7	19.6
CCCn1nnc(NC(=O)COc2ccc(Cl)cc2)n1	2.4	-0.7	-2.8	-7.8	-5.4	-2.0	2.7	-0.8	1.1	18.7
COc1ccc(-c2noc(CCC(=O)N3CCC(C)CC3)n2)cc1	1.7	-1.7	2.4	2.0	-5.1	0.6	-8.1	-1.5	-0.5	12.4

Compound activity: PubChem BioAssay, several laboratories
